DT40 TDP1 CPT: growth inhibition of DT40 Tdp1-/-;hTDP1 cells with camptothecin (screen for TDP1 inhibitors) | chicken DT40 Tdp1-/-;hTDP1 cells + 20 nM CPT, ATP luminescence, 48 h | Potency, µM (top dose mostly 46.2 µM), inactives show at the top dose activity change, negative = growth inhibition, actives largely listed as inhibitors | hit rate 12% among 420,000 | AID 686979; note: nearly all actives have a fitted effect of over 55% in size
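Chicken DT40 Tdp1-/- cells complemented with human TDP1, 400 cells/well, exposed to compounds plus 20 nM camptothecin for at least 48 h at 37 C; viability read as ATP content by CellTiter-Glo luminescence.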
N370S GC mod: inhibits or activates N370S mutant glucocerebrosidase. N370S GC spleen homogenate, 4MU-glucoside fluorescence. Potency, µM (series often up to 59.4 µM), inactives show at the highest dose activity change, negative = inhibition, usual class: inhibitors. hit rate 0.092% among 330,000. P04062;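 note: 0% = full enzyme activity and -100% = no enzyme basal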
FEN1 inhibitor: inhibitors of human flap endonuclease 1. hit rate 0.35% among 390,000. AID 588795. Potency, µM (titrated, usually from 114 µM), without a hit: at the highest dose activity change, negative = inhibition, hits mostly inhibitors. P39748. Recombinant FEN1 flap cleavage, fluorescence, 15 min; note: nearly all actives have a fitted effect of over 65% in size
Target sequence (P39748 whole entry, looked up): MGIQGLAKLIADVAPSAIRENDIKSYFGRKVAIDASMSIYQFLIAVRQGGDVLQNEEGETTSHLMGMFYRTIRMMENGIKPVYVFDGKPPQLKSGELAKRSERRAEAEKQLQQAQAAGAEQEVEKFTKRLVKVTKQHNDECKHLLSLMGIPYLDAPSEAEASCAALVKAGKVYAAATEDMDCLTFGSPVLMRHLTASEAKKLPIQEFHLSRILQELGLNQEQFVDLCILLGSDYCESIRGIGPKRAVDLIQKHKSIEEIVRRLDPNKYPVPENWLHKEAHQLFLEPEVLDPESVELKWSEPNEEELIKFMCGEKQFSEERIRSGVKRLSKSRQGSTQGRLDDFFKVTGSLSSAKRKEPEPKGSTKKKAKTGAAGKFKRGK
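In this screen, 50 nM flap DNA substrate was added to 10 nM FEN1 pretreated with compound for 15 min at room temperature; cleavage was followed with reads at 0 and 15 min, and Hill fitting gave concentration–response parameters.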
Numbers without * were called inactive; ? = inconclusive; . = no result given; & = joins results of further samples. Calls come from the whole dose curve; as a rule, active = well fitted curve in the direction sought with a large enough effect; inconclusive = small, poorly fitted or top-dose-only effect, or another doubt; inactive = no such curve, though single readings can be large; an effect the other way counts as inactive or inconclusive. Unless noted, % is set by controls: 0 for no effect and ±100 for the full control effect; potency is the fitted concentration of half-maximal effect.

SMILES | DT40 TDP1 CPT | N370S GC mod | FEN1 inhibitor
O=C(Nc1ccc(F)c(Cl)c1)N1CCC(CN2CCc3ccccc3C2)CC1 | ? | . | -14.8%
CCOc1ccccc1N(CC(=O)NC(C)(C)C)C(=O)c1ccc(CN2CCOCC2)o1 | 11.3% | -11.4% | -10.0%
Cc1nn2c(N3CCN(C(=O)c4ccco4)CC3)cc(C(C)(C)C)nc2c1-c1ccccc1 | ? | -1.2% | -1.6%
COCCCNC(=O)CCC(=O)N1Cc2cccc(OC)c2Oc2ncccc21 | -7.5% | . | 21.6%
S=C1NCCOCCOCCOCCOCCNC(=S)NCCOCCOCCOCCOCCN1 | -1.4% | 7.4% | 0.1%
CCOc1ccc(-c2nnc(SCC(=O)NC3CC3)o2)cc1 | 5.0% | . | -13.5%
O=C(NCCO)c1cc2c([nH]c3ccccc32)c(-c2ccc(F)cc2)n1 | ? | 20.3% | ?
Cc1ccccc1-c1nnc(SCC(=O)NC2CCCC2)o1 | 2.1% | -16.8% | -8.9%
Cc1cc(SCc2cccc([N+](=O)[O-])c2)nc(=O)[nH]1 | 4.6% | -12.6% | 1.2%
C=CCNC(=O)Cn1nc(-c2ccccc2)ccc1=O | -9.8% | -5.6% | -0.6%
CC(C)Cc1c(O)nc(SCCN2CCOCC2)[nH]c1=O | -7.2% | -1.2% | 6.8%
Cc1nnc(N2CCCC(C(=O)NCc3ccccc3F)C2)c2nn(-c3ccc(Cl)cc3)c(C)c12 (stereo not drawn) | ? | . | 2.5%
O=C(CNc1ccc(F)cc1)N/N=C/C1CC=CCC1 (stereo not drawn) | -22.4% | 2.1% | -3.5%
CC1CC=C(c2ccccc2)C(=S)N1 (stereo not drawn) | ? | 7.8% | -0.9%
O=C(NCCc1ccc(Cl)cc1)c1cccn1-c1nnc(N2CCCCC2)s1 | ? | . | -5.1%
COc1ccccc1NS(=O)(=O)c1cc(C(=O)NCCCN2CCCC2=O)ccc1C | -5.2% | . | -1.8%
Cc1ccccc1NC(=O)CC(O)(C(F)(F)F)C(F)(F)F | ? | 4.2% | 4.1%
Nc1ccccc1C(=O)NCc1ccc(Cl)cc1 | 9.4% | 12.7% | -0.9%
COc1cc2c(cc1OC)CN(CC(=O)Nc1ccc(Cl)cc1Cl)CC2 | 20.6µM* | -0.3% | -0.1%
CC(CC(=O)NNC(=O)c1cccc(Cl)c1)c1ccccc1 (stereo not drawn) | -2.9% | -3.6% | 2.1%

Continued (3 carried over from the part before).
SMILES | DT40 TDP1 CPT | N370S GC mod | FEN1 inhibitor
Nc1ccccc1C(=O)NCc1ccc(Cl)cc1 | 9.4% | 12.7% | -0.9%
COc1cc2c(cc1OC)CN(CC(=O)Nc1ccc(Cl)cc1Cl)CC2 | 20.6µM* | -0.3% | -0.1%
CC(CC(=O)NNC(=O)c1cccc(Cl)c1)c1ccccc1 (stereo not drawn) | -2.9% | -3.6% | 2.1%
O=[N+]([O-])c1cc(-c2cnc3ccccc3n2)ccc1Oc1ccc(Br)cc1 | ? | 0.8% | -12.0%
CC(=O)Nc1ccc(S(=O)(=O)NC2CC3CCC2C3)cc1 (stereo not drawn) | ? | 4.2% | 10.2%
COCC1CCCC1OS(N)(=O)=O (stereo not drawn) | 10.1% | -5.6% | 3.0%
O=C(CSc1cccc[n+]1[O-])Nc1cc(S(=O)(=O)N2CCOCC2)ccc1Cl | -0.7% | 2.5% | 6.4%
O=C(c1ccc2[nH]ccc2c1)N1CCCC(Nc2ccccc2)C1 (stereo not drawn) | -2.9% | -10.9% | -13.6%
Cc1cs/c(=N\N=C\c2ccccc2)n1Cc1ccco1 | -1.6% | 6.6% | 1.4%
Cc1cc(CSCc2ccc(Cl)cc2)no1 | 1.7% | 4.3% | 11.5%
Cc1c(C(=O)NCC2COc3ccccc3O2)oc2ccc(S(=O)(=O)N(C)C3CCCCC3)cc12 (stereo not drawn) | ? | 2.2% | -0.3%
O=C(CN1C(=O)CSc2ccc(S(=O)(=O)N3CCCC3)cc21)NCc1ccc(F)cc1Cl | -29.7% | . | 0.6%
O=S(=O)(NC1CCCCCCC1)c1ccccc1F | ? | -3.2% | 3.9%
CCN(CC(=O)Nc1ccccc1C(F)(F)F)C(=O)CCc1ccccc1 | 2.4% | -7.7% | -6.8%
COC(=O)c1c(NC(=O)Cc2coc3cc(C)cc(C)c23)sc2c1CCC2 | -26.7% | . | -3.3%
N#Cc1ccc(C(=O)CSc2nnc(-c3ccc(C(F)(F)F)cn3)s2)cc1 | -24.4% | 3.9% | 6.8%
Cc1noc2ncnc(Oc3cc(Cl)ccc3Cl)c12 | -16.6% | 1.6% | -9.6%
COCCn1ccc(O)c(Cc2ccccc2)c1=O | -8.8% | -3.1% | 7.5%
COc1ccc(C(CNC(=O)CCNC(=O)c2ccc(Br)cc2)N2CCOCC2)cc1 (stereo not drawn) | -3.4% | -5.7% | 4.5%
COc1ccc2c(CC(=O)NNC(=O)c3ccc(C)cc3)coc2c1 | -0.4% | . | -17.2%
Cc1cccc(NC(=O)c2oc3ccc(S(=O)(=O)N(C)C4CCCCC4)cc3c2C)c1C | 10.3µM* | . | -1.7%
O=C(Nc1ccc([N+](=O)[O-])cc1)Nc1ccc2[nH]c(=O)[nH]c2c1 | 10.8% | -18.4% | -16.6%
O=C(CNC(=O)c1ccc(S(=O)(=O)N2CCCC2)cc1)N/N=C/c1ccco1 | 13.7% | 0.3% | 19.7%

Given with two lines to a compound: entries from further up.
Screens in order – DT40 TDP1 CPT	N370S GC mod	FEN1 inhibitor
CC(=O)Nc1ccc(S(=O)(=O)NC2CC3CCC2C3)cc1 (stereo not drawn)
 : ?	4.2%	10.2%
COCC1CCCC1OS(N)(=O)=O (stereo not drawn)
 : 10.1%	-5.6%	3.0%
O=C(CSc1cccc[n+]1[O-])Nc1cc(S(=O)(=O)N2CCOCC2)ccc1Cl
 : -0.7%	2.5%	6.4%
O=C(c1ccc2[nH]ccc2c1)N1CCCC(Nc2ccccc2)C1 (stereo not drawn)
 : -2.9%	-10.9%	-13.6%
Cc1cs/c(=N\N=C\c2ccccc2)n1Cc1ccco1
 : -1.6%	6.6%	1.4%
Cc1cc(CSCc2ccc(Cl)cc2)no1
 : 1.7%	4.3%	11.5%
Cc1c(C(=O)NCC2COc3ccccc3O2)oc2ccc(S(=O)(=O)N(C)C3CCCCC3)cc12 (stereo not drawn)
 : ?	2.2%	-0.3%
O=C(CN1C(=O)CSc2ccc(S(=O)(=O)N3CCCC3)cc21)NCc1ccc(F)cc1Cl
 : -29.7%	.	0.6%
O=S(=O)(NC1CCCCCCC1)c1ccccc1F
 : ?	-3.2%	3.9%
CCN(CC(=O)Nc1ccccc1C(F)(F)F)C(=O)CCc1ccccc1
 : 2.4%	-7.7%	-6.8%
COC(=O)c1c(NC(=O)Cc2coc3cc(C)cc(C)c23)sc2c1CCC2
 : -26.7%	.	-3.3%
N#Cc1ccc(C(=O)CSc2nnc(-c3ccc(C(F)(F)F)cn3)s2)cc1
 : -24.4%	3.9%	6.8%
Cc1noc2ncnc(Oc3cc(Cl)ccc3Cl)c12
 : -16.6%	1.6%	-9.6%
COCCn1ccc(O)c(Cc2ccccc2)c1=O
 : -8.8%	-3.1%	7.5%
COc1ccc(C(CNC(=O)CCNC(=O)c2ccc(Br)cc2)N2CCOCC2)cc1 (stereo not drawn)
 : -3.4%	-5.7%	4.5%
COc1ccc2c(CC(=O)NNC(=O)c3ccc(C)cc3)coc2c1
 : -0.4%	.	-17.2%
Cc1cccc(NC(=O)c2oc3ccc(S(=O)(=O)N(C)C4CCCCC4)cc3c2C)c1C
 : 10.3µM*	.	-1.7%
O=C(Nc1ccc([N+](=O)[O-])cc1)Nc1ccc2[nH]c(=O)[nH]c2c1
 : 10.8%	-18.4%	-16.6%
O=C(CNC(=O)c1ccc(S(=O)(=O)N2CCCC2)cc1)N/N=C/c1ccco1
 : 13.7%	0.3%	19.7%

(next part)
SMILES | DT40 TDP1 CPT | N370S GC mod | FEN1 inhibitor
Cc1ccc(C)c(S(=O)(=O)C(C#N)c2nc3ccccc3nc2N2CCCC2)c1 (stereo not drawn) | 5.0% | -9.5% | -3.9%
CCOc1ccc(C(=O)C[n+]2cccc3cc(C)ccc32)cc1 | ? | -0.3% | -5.5%
COc1cc(C)ccc1S(=O)(=O)n1nc(C)cc1C | 2.1% | 2.2% | 8.4%
CC(C)(C)c1ccc(S(=O)(=O)N2CCN(C3CCCC3)CC2)cc1 | ? | -1.7% | -3.0%
O=C(CSc1nnc(-c2cccc(Cl)c2)o1)Nc1ccc2c(c1)OCCO2 | -3.8% | 9.8% | -2.1%
COCCn1c(SCC(=O)NC2CCCC2)nc2c(c1=O)SCC2 | -2.6% | -13.5% | -3.5%
CCN(CC)CC(=O)N1c2ccccc2CCc2ccc(NC(=O)c3cc(OC)c(OC)c(OC)c3)cc21 | 6.3% | -16.5% | 8.9%
CN(C(=O)C(Cl)Cl)C1CC2C=CC1C2 (stereo not drawn) | -26.7% | -14.2% | 4.3%
Fc1ccccc1OCCCCn1cncn1 | 1.3% | 25.4% | 6.5%
COc1cccc2cc(-c3nc(Nc4cccc(C)c4C)sc3C)c(=O)oc12 | ? | . | -8.5%
O=C(CN1C(=O)C2C3C=CC(C3)C2C1=O)NCCC1=CCCCC1 (stereo not drawn) | -3.6% | 11.0% | 12.5%
CCOC(=O)C1=C(c2ccccc2)OC(N)=C(C#N)C1c1ccc(Cl)s1 (stereo not drawn) | ? | -20.9% | -14.7%
CCN1CCN(C(=O)c2ccccc2N(Cc2ccccc2)S(=O)(=O)c2ccc(OC)cc2)CC1 | ? | -22.6% | -19.4%
CN(CCc1ccccc1)C1CCCN(C(=O)Cn2cccn2)C1 (stereo not drawn) | 4.2% | -3.0% | -7.0%
C/C(N)=C(/C#N)C(=O)CSc1n[nH]c(-c2ccccc2Br)n1 | 2.0%&-10.9% | 14.6% | 0.7%&-4.7%
NC(=O)COC(=O)c1ccc(-c2ccccc2)cc1 | -2.6% | 1.1% | 7.5%

Source: PubChem

Not all compounds are listed; count on the stated rates, not on these rows.
